# High-throughput results from PubChem.
# RGS4 inhibitor: Inhibitors of Regulator of G Protein Signaling (RGS) 4: qHTS. Regulator of G-protein signaling 4 (Homo sapiens), P49798. Transcreener GDP fluorescence polarization, RGS4-accelerated GTP hydrolysis. Potency, µM (top dose mostly 114 µM), for inactives: at the highest dose activity change, negative = inhibition, hits mostly inhibitors. 0.039% of 390,000 active. AID 504845, 2011; note: potency is the fitted concentration of half-maximal effect; % is set by controls: 0 for no effect and ±100 for the full control effect; nearly all actives have a fitted effect of over 75% in size; some results filed as inactive show a strong effect at the top dose
#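 MLSMR compounds (23 nl, pin-transferred) preincubated 10 min at room temperature with a 500nM (2x) first reagent, then RGS4 at 900nM (2x) plus Transcreener GDP mix added; fluorescence polarization (620/688 nm) read before and after 90 min at 30 °C.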
# IDH1 R132H inh: qHTS for Inhibitors of mutant isocitrate dehydrogenase 1 (IDH1): qHTS; AID 602179, 2012; IDH1-R132H enzyme, NADPH consumption, diaphorase/resazurin fluorescence; Isocitrate dehydrogenase [NADP] cytoplasmic (Homo sapiens), O75874; 0.093% of 390,000 active; Potency, µM (top dose mostly 76.6 µM), without a hit: at the highest dose activity change, negative = inhibition, most hits filed as inhibitors; note: potency is the fitted concentration of half-maximal effect; % is set by controls: 0 for no effect and ±100 for the full control effect; nearly all actives have a fitted effect of over 65% in size
# Target sequence (O75874 whole entry R132H, stated change not applied): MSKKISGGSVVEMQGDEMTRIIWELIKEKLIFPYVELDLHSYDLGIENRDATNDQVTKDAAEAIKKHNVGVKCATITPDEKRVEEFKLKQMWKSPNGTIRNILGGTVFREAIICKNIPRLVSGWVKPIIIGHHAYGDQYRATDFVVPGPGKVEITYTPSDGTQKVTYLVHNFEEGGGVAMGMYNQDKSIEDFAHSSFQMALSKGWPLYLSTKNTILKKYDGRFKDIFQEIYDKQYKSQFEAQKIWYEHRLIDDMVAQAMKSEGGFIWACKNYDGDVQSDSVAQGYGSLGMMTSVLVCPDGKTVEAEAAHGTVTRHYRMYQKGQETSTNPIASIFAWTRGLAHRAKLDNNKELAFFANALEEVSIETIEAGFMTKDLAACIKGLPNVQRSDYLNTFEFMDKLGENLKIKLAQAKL
#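 IDH1-R132H (0.5 ug/mL dispensed) in pH 7.5 Tris buffer was preincubated 30 min with compound, then given a substrate mix of 0.016 mM NADPH and 2 mM alpha-KG for 80 min at room temperature; remaining NADPH was read by diaphorase/resazurin fluorescence.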
# Glioma ERSR ind: qHTS for Inducers of the Endoplasmic Reticulum Stress Response (ERSR) in Human Glioma: qHTS; U87-MG GRP78 promoter luciferase reporter, 16 h; Potency, µM, for the others: top-dose activation, actives largely listed as activators; 0.02% of 420,000 active; AID 602332, 2012; note: potency is the fitted concentration of half-maximal effect; series mostly up to about 76 µM; % of control where 0% means no effect; nearly all actives have a fitted effect of over 35% in size
#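 ERSR induction read as luciferase luminescence (Bright-Glo, 10 min at room temperature) in stably transfected human U87-MG glioma cells exposed to compounds for 16 h, using GRP78 as sensor.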
# Vif-A3F inh: qHTS for Inhibitors of Vif-A3F Interactions: qHTS | HeLa A3F-eYFP + Vif (tagged APOBEC3F with the HIV-1 protein that degrades it), YFP fluorescence increase | Potency, µM (titrated, usually from 46.1 µM), for inactives: top-dose activity, negative = active | 0.2% of 390,000 active; note: potency is the fitted concentration of half-maximal effect; % of control where 0% means no effect; nearly all actives have a fitted effect of over 65% in size
#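 HeLa cells stably expressing A3F-eYFP plus Vif, plated and incubated overnight at 37 deg C, then exposed to compounds overnight at 37 deg C. Blocked degradation read as raised yellow fluorescence (Ex 488/Em 500-530).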
# LDHA block: qHTS assay for inhibitors of human lactate dehydrogenase. 0.15% of 480,000 active. AID 1347041, 2019. L-lactate dehydrogenase A chain (Homo sapiens), P00338. activity change, % (values are at about 110 or 230 µM). purified LDHA, NADH/diaphorase-resazurin fluorescence; active compounds read low; in the data active = activity change below about -30%; inconclusive = mostly about -25% to -30%;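 note: plate controls were DMSO wells for no effect and wells without enzyme for full effect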
#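 Human LDH5 (2 nM) was incubated with 0.06 mM NADH and 0.2 mM pyruvate for 5 min at room temperature in Tris pH 7.4. Remaining NADH was coupled through diaphorase/resazurin, and resorufin fluorescence was read at 0 and 20 min.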
# Vif-A3G inh: qHTS for Inhibitors of Vif-A3G Interactions: qHTS; DNA dC->dU-editing enzyme APOBEC-3G (Homo sapiens), Q9HC16; HeLa A3G-eYFP + Vif (tagged APOBEC3G with the HIV-1 protein that degrades it), YFP fluorescence, overnight; Potency, µM (titrated, usually from 46.1 µM), without a hit: at the highest dose activity, negative = active, usual class: inhibitors; 0.076% of 410,000 active;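 note: potency is the fitted concentration of half-maximal effect; % is set by controls: 0 for no effect and ±100 for the full control effect; nearly all actives have a fitted effect of over 60% in size; hits raise eYFP signal because A3G escapes Vif-driven loss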
#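 HeLa cells stably expressing Vif and C-terminally eYFP-tagged A3G, seeded overnight at 37 deg C, then exposed to compound by pintool overnight at 37 deg C. Rise in yellow fluorescence (Ex 488/Em 500-530, Acumen) marks blocked Vif-driven A3G degradation.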
# rTrxR1 inhibitor: qHTS Assay for Inhibitors of Mammalian Selenoprotein Thioredoxin Reductase 1 (TrxR1): qHTS | Thioredoxin reductase 1, cytoplasmic (Rattus norvegicus), O89049 | recombinant rTrxR1, NADPH fluorescence consumption, selenite substrate | Potency, µM (titrated, usually from 114 µM), for the others: at the top dose activity change, negative = inhibition, actives largely listed as inhibitors | 1% of 390,000 active | AID 588453, 2011; note: potency is the fitted concentration of half-maximal effect; % is set by controls: 0 for no effect and ±100 for the full control effect; nearly all actives have a fitted effect of over 65% in size
# Target sequence (O89049 whole entry, looked up): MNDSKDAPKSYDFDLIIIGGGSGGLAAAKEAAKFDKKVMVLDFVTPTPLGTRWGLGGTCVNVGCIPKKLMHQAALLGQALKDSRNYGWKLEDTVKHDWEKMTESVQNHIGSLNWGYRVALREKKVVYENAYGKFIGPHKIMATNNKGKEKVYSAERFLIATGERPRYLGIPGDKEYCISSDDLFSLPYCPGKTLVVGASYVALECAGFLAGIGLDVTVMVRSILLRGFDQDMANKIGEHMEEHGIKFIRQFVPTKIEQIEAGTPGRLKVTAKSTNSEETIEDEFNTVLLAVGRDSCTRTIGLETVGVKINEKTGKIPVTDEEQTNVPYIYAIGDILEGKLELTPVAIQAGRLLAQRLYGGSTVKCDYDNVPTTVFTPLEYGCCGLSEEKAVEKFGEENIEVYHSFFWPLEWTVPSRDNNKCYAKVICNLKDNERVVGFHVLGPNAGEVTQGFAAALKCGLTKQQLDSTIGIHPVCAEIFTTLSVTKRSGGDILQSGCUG
#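 Rat TrxR1 (90 nM in the dispensed reagent) was pre-reduced with 400 uM NADPH for 5 min at room temperature, then incubated with compound for 15 min. After 400 uM selenite was added, NADPH fluorescence (Ex 340/Em 450 nm) was followed for 8 min.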
# TrxR1 substrate: qHTS Assay for Substrates of Mammalian Selenoprotein Thioredoxin Reductase 1 (TrxR1): qHTS. Thioredoxin reductase 1, cytoplasmic (Rattus norvegicus), O89049. Potency, µM (titrated, usually from 114 µM), without a hit: top-dose activity change, negative = substrate turnover. 0.01% of 390,000 active. purified TrxR1 substrate turnover, NADPH consumption readout. AID 588456, 2011; note: potency is the fitted concentration of half-maximal effect; % is set by controls: 0 for no effect and ±100 for the full control effect; nearly all actives have a fitted effect of over 50% in size
#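 Rat TrxR1, dispensed at 90 nM, was prereduced with 400 uM NADPH (final) for 5 min at ~22 deg C, then incubated with compound 15 min before 400 uM selenite. A first-read NADPH fluorescence drop versus no-compound background flagged substrates.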
# USP1 inh: Inhibitors of USP1/UAF1: Primary Screen | recombinant USP1/UAF1, Ub-Rhodamine cleavage fluorescence | 0.23% of 390,000 active | Ubiquitin carboxyl-terminal hydrolase 1 (Homo sapiens), O94782 | Potency, µM (doses to about 57.1 µM), for the others: at the highest dose activity change, negative = inhibition, usual class: inhibitors; note: potency is the fitted concentration of half-maximal effect; % is set by controls: 0 for no effect and ±100 for the full control effect; nearly all actives have a fitted effect of over 60% in size; inactives centre near -12
#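 In this screen, compounds sit with the deubiquitinase complex (1nM) for 15 min at room temperature before Ub-Rho is added at 150nM final. Fluorescence rise is then followed for 6 reads every 60 seconds.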
# Numbers without * were called inactive; ? = inconclusive; [ ] = dose if it differs, or a comment. Unless noted, calls come from the whole dose curve; as a rule, active = well fitted curve in the direction sought with a large enough effect; inconclusive = small, poorly fitted or top-dose-only effect, or another doubt; inactive = no such curve, though single readings can be large; an effect the other way counts as inactive or inconclusive. This is a subset. The share of hits here may be higher or lower than overall.
SMILES,RGS4 inhibitor,IDH1 R132H inh,Glioma ERSR ind,Vif-A3F inh,LDHA block,Vif-A3G inh,rTrxR1 inhibitor,TrxR1 substrate,USP1 inh
CC(C)C(C(=O)NC1CCCCC1)N(CC1CCCO1)C(=O)CNS(=O)(=O)c1ccc(F)cc1 (stereo not given),-26.6%[11.4 µM],-2.1%,-6.9%,6.3%,-0.7,-0.1%,23.5%[57.1 µM],-8.5%,-16.7%
COc1cc(NC(=S)NC2CC2)c(OC)cc1Cl,0.5%,0.9%,-3.7%,-28.2%,-8.5,-0.4%,5.3%[57.1 µM],6.1%,-14.7%
CSc1ccc(CNC(=O)Cn2ccc3cc(S(=O)(=O)N4CCCC4)ccc32)cc1,-14.3%,11.3%,-3.5%,2.8%,6.3,-0.3%,24.3%,-1.0%,-10.2%
OCCN1CCN(CC/C=C2/c3ccccc3CSc3ccccc32)CC1,-1.2%,5.3%,-5.8%,11.1%,1.2,-0.1%,-4.7%,-2.9%,-15.3%
CCc1ccccc1Nc1cc(C(=O)NCCc2ccccc2)c2ccccc2n1,0.3%,3.1%,-4.4%,0.8%,5.7,-2.1%,35.4%,10.9%,-19.7%
O=C1N(Cc2ccc3c(c2)OCO3)c2ccccc2C1(O)c1c[nH]c2ccccc12 (stereo not given),-16.1%,-3.8%,-3.9%,0.6%,-3.1,0.4%,8.3%,2.3%,-19.9%
COc1ccc(C2c3cc(OC)c(OC)cc3CCN2C(=O)c2ccccc2)cc1OC (stereo not given),-22.9%,-1.3%,3.3%,0.1%,0.8,1.4%,27.1%,7.5%,-23.3%
COc1ccc(/C=C/C(=O)c2ccccc2)c(OC)c1,-28.0%,-4.1%,?,-8.0%,-4.6,-2.0%,12.0%[57.1 µM],-3.7%[57.1 µM],-9.0%
CCOC(=O)C1CCN(C(c2ccccn2)c2c(C)[nH]c3ccccc23)CC1 (stereo not given),?,4.3%,-16.4%,-1.7%,3.5,-7.5%,2.51µM*,0.7%,-25.1%
Cc1ccc(C(=O)N2CCN(Cc3ccc4c(c3)OCO4)CC2)cc1S(=O)(=O)N1CCOCC1,3.8%,-6.2%,-4.2%,5.1%,-7.9,-0.1%,8.4%,2.3%,0.7%
CNC(=O)c1cccc(NC(=O)C(C)c2ccc3cc(OC)ccc3c2)c1 (stereo not given),-14.4%,0.5%,0.4%,-16.5%,1.6,-9.7%,14.5%,4.1%,-17.9%
C/C(=N\NC(=O)c1cc(-c2ccc(O)cc2)nc2ccccc12)c1cccnc1,11.3%,3.3%,-2.2%,-0.3%,-11.1,-4.8%,5.7%,-4.3%,-3.0%
Cc1c(C(=O)N2CCN(S(C)(=O)=O)CC2)oc2ccccc12,20.1%,4.2%,12.2%,-0.6%,-4.4,0.9%,7.9%[57.1 µM],5.1%[57.1 µM],4.9%
O=C(CS(=O)CC(=O)N(CC(=O)NC1CCCC1)C1CCCCC1)Nc1ccc(F)cc1 (stereo not given),14.2%,6.2%,-0.1%,6.4%,-0.6,-4.5%,15.2%,11.2%,-8.8%
COc1cccc(NC(=O)CSC2=Nc3ccccc3C3=NC(CCC(=O)NC4CCCCC4)C(=O)N23)c1 (stereo not given),21.2%,2.7%,-3.2%,-3.8%,-7.0,-0.9%,28.5%[57.1 µM],6.9%[57.1 µM],?
COC(=O)c1cc(S(=O)(=O)N2CCN(C3CCCCC3)CC2)c[nH]1,16.9%,-2.1%,-2.7%,-0.3%,-1.6,5.4%,19.2%,7.0%,-6.9%
O=C(NCCS(=O)(=O)c1ccc(Br)cc1)c1ccc(F)cc1,-11.9%,0.0%,-0.8%,-2.8%,-0.8,-0.2%,3.2%,-2.2%,-23.7%
COc1c(OC)c(O)c2c(=O)c(O)c(-c3ccccc3)oc2c1OC,13.3%,-9.3%,0.6%,-0.9%,8.9,-0.8%,20.3%[57.1 µM],8.8%[57.1 µM],-11.6%
O=C(CSc1nc2c(c(=O)[nH]1)CCC2)Nc1ccccc1Cl,0.7%,7.3%,-4.1%,-16.7%,-2.6,2.7%,-13.1%[57.1 µM],-8.7%[57.1 µM],-8.1%
CC1=CC(C)(C)n2c(O)c(N=NC(N)=S)c3c(C)ccc1c32,-3.9%,6.3%,-2.6%,-11.3%,-5.7,-0.5%,9.0%,4.8%,-20.5%
COc1ccc(CCNC(=O)CCCn2c(=O)c3ccccc3n(CC(=O)Nc3ccccc3C)c2=O)cc1OC,4.6%,0.0%,-0.6%,-0.1%,-13.7,0.9%,18.2%,4.2%,-21.3%
CCOC(=O)c1ccc(NC(=O)NCc2ccncc2)cc1,-4.6%,1.1%,-2.4%,-9.2%,-9.1,-7.1%,-16.4%,-8.3%,-3.0%
CCSCc1nnc(SCC(=O)Nc2cccc(C(C)=O)c2)n1C,8.8%,27.2%,0.4%,1.1%,-11.9,1.6%,21.4%[57.1 µM],10.2%[57.1 µM],-8.0%
Cc1nn(C)cc1/C=N/NC(=O)CSc1ccccn1,-2.5%,0.9%,-1.1%,-4.8%,-0.1,7.1%,3.9%[57.1 µM],5.9%[57.1 µM],-14.7%
CSCCC(NC(=O)c1cc(C)oc1C)C(=O)O (stereo not given),-11.7%,2.3%,-2.8%,0.4%,0.0,0.3%,-2.4%,10.4%,-15.4%
O=C(NCc1cccnc1)C1CC(c2ccc(F)cc2)=NO1 (stereo not given),-0.9%,10.3%,-4.2%,-10.8%,-2.8,-0.4%,11.0%,12.0%,-0.5%
CC(C)/C=C1\CCCCC1N(C)C(=O)NC(C)C (stereo not given),3.7%,6.1%,-0.1%,1.7%,0.0,-5.4%,-8.4%,-3.5%,-3.0%
NC(=O)c1c(NC(=O)C2CCCO2)sc2c1CCC2 (stereo not given),-18.3%,-7.0%,4.5%,-2.8%,-4.8,3.1%,-4.5%,11.1%[57.1 µM],-8.2%
COC(=O)[C@H](Cc1ccccc1)NC(=O)Cn1cnc2c(NCc3ccccc3)ncnc21,5.7%,-12.6%,-2.4%,-2.3%,1.8,1.0%,15.9%,-3.5%,-2.5%
CCOC(=O)N1CCN(C(=O)Cn2nc(-c3ccc(Cl)cc3)ccc2=O)CC1,-22.0%,0.7%,-1.6%,1.2%,-6.2,1.5%,-8.6%,2.6%,-16.6%
Cc1cc(NC(=O)COC(=O)C2CC(=O)N(c3ccccc3Cl)C2)no1 (stereo not given),12.2%,10.6%,-2.8%,7.9%,-1.5,0.6%,19.9%,7.6%,-8.1%
Cc1nn2c(COc3ccc(NC(=O)C(C)C)cc3)nnc2c2ccccc12,6.5%,2.8%,-1.7%,1.7%,-9.3,0.9%,23.6%[57.1 µM],9.4%[57.1 µM],-11.5%
CCc1cc2c(=O)n(-c3ccccc3)c(SCC(=O)O)nc2s1,20.4%,-2.3%,-3.4%,7.3%,-5.3,0.8%,4.5%[57.1 µM],4.2%[57.1 µM],-22.4%
Cc1ccc(N2CCn3c2nc2c3c(=O)n(CCc3ccccc3)c(=O)n2C)cc1C,11.2%,-12.5%,-1.9%,1.5%,-5.2,-13.2%,8.5%,-5.6%,-7.0%
COc1ccc(C(=O)NCC(=O)NCCc2c[nH]c3ccccc23)cc1OC,-14.2%,2.0%,-3.6%,-4.3%,-2.2,-2.3%,19.1%[57.1 µM],10.0%[57.1 µM],-16.3%
O=C(NC1CCCCC1)C(c1ccncc1)N(C(=O)c1csnn1)c1cccc(F)c1 (stereo not given),-25.5%,0.5%,6.5%,?,-2.9,-7.8%,13.8%[57.1 µM],-7.1%[57.1 µM],-4.6%
COC(=O)Cc1cc(=O)[nH]c(/N=C(\N)Nc2cccc(C)c2)n1,-16.7%,1.6%,-1.6%,10.5%,-0.8,1.3%,13.2%[57.1 µM],3.0%[57.1 µM],-10.4%
O=C(O)CNC(=O)CCn1nnc2ccccc2c1=O,-5.0%[11.4 µM],-2.4%,-3.0%,2.4%,-2.8,1.0%,3.7%,-10.2%,-15.9%
